Bioassay records: PubChem, National Center for Advancing Translational Sciences (NCATS)
FLuc modulator: counter-screen for miR-21 project: firefly luciferase inhibitors or activators; P08659; purified FLuc, Km substrates, luminescence inhibition; Potency, µM (series often up to 57.5 µM), for the others: at the highest dose activity change, negative = inhibition, usual class: inhibitors; 6.9% of 360,000 active; AID 588342;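 further: potency means the concentration at half of the fitted maximal effect; plate controls were vehicle for no effect and reference inhibitor for full effect; nearly all actives have a fitted effect of over 55% in size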
Target sequence (P08659 whole entry, looked up): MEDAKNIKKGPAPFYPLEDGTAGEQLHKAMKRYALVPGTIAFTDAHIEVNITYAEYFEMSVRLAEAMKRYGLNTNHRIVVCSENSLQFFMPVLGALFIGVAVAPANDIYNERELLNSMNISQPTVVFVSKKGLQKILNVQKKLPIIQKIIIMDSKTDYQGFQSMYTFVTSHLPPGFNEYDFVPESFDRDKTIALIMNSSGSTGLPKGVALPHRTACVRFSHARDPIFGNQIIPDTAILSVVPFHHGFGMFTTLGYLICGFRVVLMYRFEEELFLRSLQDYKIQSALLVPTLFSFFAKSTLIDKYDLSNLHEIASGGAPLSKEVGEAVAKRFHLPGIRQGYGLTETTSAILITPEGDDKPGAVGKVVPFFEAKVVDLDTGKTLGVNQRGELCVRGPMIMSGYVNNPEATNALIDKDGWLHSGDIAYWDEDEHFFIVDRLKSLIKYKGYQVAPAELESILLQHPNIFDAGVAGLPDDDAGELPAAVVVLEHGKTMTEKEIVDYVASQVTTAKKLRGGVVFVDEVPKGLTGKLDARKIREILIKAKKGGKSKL
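Purified P. pyralis luciferase (10nM final) with 10uM D-luciferin and 10uM ATP (Km levels) in 50mM Tris acetate pH 7.5, 10mM Mg acetate, 0.01% Tween-20, 0.05% BSA; qHTS 6-point titration, ~60 µM downward; luminescence read.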
Gal4-VP16 FLuc: Gal4-VP16 reporter inhibition counter-screen | 3.5% of 310,000 active | Potency, µM (series often up to 53.6 µM), inactives show top-dose activity, negative = inhibition, most hits filed as inhibitors | Drosophila S2 Gal4-VP16 UAS-luciferase, luminescence, 20 h | AID 2546;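 further: Gal4-VP16 expression switched on by copper sulfate through the metallothionein promoter; potency means the concentration at half of the fitted maximal effect; on the % scale 0 is the no-effect control and ±100 the full control effect; nearly all actives have a fitted effect of over 50% in size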
Menin MLL FP TR: menin-MLL binding inhibition, Texas Red mutant peptide; O00255; Menin + Texas Red MLL mutant peptide, fluorescence polarization; Potency, µM (highest dose often 61.6 µM), for inactives: at the highest dose FP activity change, negative = inhibition, usual class: inhibitors; 0.23% of 270,000 active; active means well fitted inhibition curve with a large enough effect in the polarisation, with a control signal flat, not every such curve was filed as active; inconclusive means small, poorly fitted or top-dose-only effect, or effect the other way, or a change in a side signal; inactive means no such curve, though single readings can be large or run the other way; the % refers to the polarisation; further: potency means the concentration at half of the fitted maximal effect; % of control where 0% means no effect; many of its hits are not listed in these tables
KCNH2 3.1 inh: KCNH2 3.1 (human) potassium channel inhibition. AID 720553. 0.95% of 340,000 active. activity change, % (tested at about 1.8 µM). U2OS KCNH2 3.1, thallium flux FluxOr; hits give low values;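 active means maximum activity change below -70%; inconclusive means maximum activity change from -70% to -50%; inactive means maximum activity change above -50%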;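 further: thallium influx rate constant from kinetic fluorescence after stimulation buffer; on the % scale 0 is the no-effect control and ±100 the full control effect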
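Thallium flux via FluxOr fluorescence (Red40 quencher, 45 min loading) in U2OS cells virally expressing the KCNH2 3.1 isoform (1.77 x 10^8 /mL virus, overnight at 37 C). Rate constants from 2-min kinetic reads post-stimulation, normalised to positive and negative controls.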
Rab9 promoter act: activators of Rab9 promoter; Potency, µM (doses to about 9.22 µM), for inactives: at the highest dose activation, negative = inhibition, usual class: activators; 2.8% of 320,000 active; Huh7 Rab9 promoter-luciferase reporter, luminescence, 24 h; further: potency means the concentration at half of the fitted maximal effect; % of control where 0% means no effect; nearly all actives have a fitted effect of over 60% in size
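Huh7 cells stably carrying a Rab9 promoter-luciferase reporter, 1500 cells per well in OP-MEM I with 10% FBS, treated with compound 24 hours at 37C. Luciferase activity read by luminescence after 10 minutes with Amplite reagent.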
PKM2 act: increases activity of human pyruvate kinase M2. P14618. purified PKM2, Kinase-Glo ATP luminescence, activation; response scale: 0% is enzyme alone, no compound. Potency, µM (top dose mostly 57.5 µM), for the others: top-dose activation, hits mostly activators. 0.34% of 260,000 active. AID 1631; further: potency means the concentration at half of the fitted maximal effect; on the % scale 0 is the no-effect control and ±100 the full control effect; nearly all actives have a fitted effect of over 55% in size
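Purified hPK-M2 (>95% pure) converted ADP (0.1 mM final) to ATP with 0.5 mM PEP in 50 mM imidazole pH7.2, KCl, MgCl2, Tween 20, BSA; 1 h at room temperature. ATP detected by Kinase-Glo luminescence.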
ELG1 DNA repair: inhibitors of ELG1-dependent DNA repair in HEK293T cells | AID 504467 | Potency, µM (highest dose often 46.1 µM), for the others: top-dose activity change, negative = inhibition, usual class: inhibitors | HEK293T ELG1-luciferase reporter, luminescence, 16 h; DNA damage induced by 5-fluorouridine | 2.3% of 330,000 active; further: potency means the concentration at half of the fitted maximal effect; on the % scale 0 is the no-effect control and ±100 the full control effect; nearly all actives have a fitted effect of over 55% in size
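Step one: seed 2,000 cells per well. Step two: pin-transfer compound or DMSO alongside 5-fluorouridine. Step three: incubate 16 hr, 37 °C, 5% CO2. Step four: add ONE-Glo, wait 30 min, read luminescence.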
Mito fusion yeast: mitochondrial division inhibition or fusion activation. Potency, µM (series often up to 46.1 µM), without a hit: at the highest dose growth rescue (activation), usual class: activators. 0.23% of 320,000 active. S. cerevisiae fusion-defective mutant growth rescue, CellTiterGlo 48 h;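 further: potency means the concentration at half of the fitted maximal effect; % of control where 0% means no effect; nearly all actives have a fitted effect of over 45% in size; temperature-sensitive fusion mutants such as fzo1-1 at 37 °C on non-fermentable ethanol glycerol medium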
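Growth-rescue viability read-out: after 48 h at the non-permissive 37C in glycerol/ethanol YPEG, yeast mitochondrial fusion mutants are measured by CellTiterGlo luminescence; compounds (23 nl pinned per well) restoring growth score as division inhibitors or fusion activators.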
NPC1 prom act: NPC1 promoter activation; AID 485313; Huh7 NPC1 promoter luciferase reporter, 24 h; Potency, µM (top dose mostly 9.22 µM), for inactives: top-dose activation, hits mostly activators; 2.4% of 320,000 active;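 further: potency means the concentration at half of the fitted maximal effect; % of control where 0% means no effect; nearly all actives have a fitted effect of over 60% in size; reporter is driven by a mutant NPC1 promoter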
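In 1536-well qHTS, Huh7 cells harboring an NPC1 promoter–luciferase construct received compound for 24 h; activation was quantified by luminescence following luciferase reagent addition.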
RORg inh: ROR gamma (mouse) transcription inhibition | AID 2551 | 5.4% of 310,000 active | P51450 | Potency, µM (doses to about 53.6 µM), without a hit: top-dose activity change, negative = inhibition, hits mostly inhibitors | Drosophila S2 Gal4-RORgamma UAS-luciferase reporter, 20 h; further: potency means the concentration at half of the fitted maximal effect; on the % scale 0 is the no-effect control and ±100 the full control effect; nearly all actives have a fitted effect of over 60% in size
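Stably transfected Drosophila Schneider cells are the test system, with ROR gamma fused to Gal4 and luciferase under UAS control; luminescence is read after 20 hr of 700 uM copper sulfate induction at ambient temperature.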
MBNL1 CUG block: MBNL1-poly(CUG) RNA binding inhibition; Q9NR56; TR-FRET MBNL1-His/biotin-(CUG)12 binding, 665/545 ratio; Potency, µM (highest dose often 57.5 µM), for the others: at the top dose activity change, negative = inhibition, most hits filed as inhibitors; 0.036% of 280,000 active; AID 2675; active means well fitted inhibition curve with a large enough effect in the signal ratio, with a control signal flat, not every such curve was filed as active; inconclusive means small, poorly fitted or top-dose-only effect, or effect the other way, or a change in a side signal; inactive means no such curve, though single readings can be large or run the other way; the % refers to the signal ratio; further: potency means the concentration at half of the fitted maximal effect; on the % scale 0 is the no-effect control and ±100 the full control effect
Target sequence (Q9NR56 whole entry, looked up): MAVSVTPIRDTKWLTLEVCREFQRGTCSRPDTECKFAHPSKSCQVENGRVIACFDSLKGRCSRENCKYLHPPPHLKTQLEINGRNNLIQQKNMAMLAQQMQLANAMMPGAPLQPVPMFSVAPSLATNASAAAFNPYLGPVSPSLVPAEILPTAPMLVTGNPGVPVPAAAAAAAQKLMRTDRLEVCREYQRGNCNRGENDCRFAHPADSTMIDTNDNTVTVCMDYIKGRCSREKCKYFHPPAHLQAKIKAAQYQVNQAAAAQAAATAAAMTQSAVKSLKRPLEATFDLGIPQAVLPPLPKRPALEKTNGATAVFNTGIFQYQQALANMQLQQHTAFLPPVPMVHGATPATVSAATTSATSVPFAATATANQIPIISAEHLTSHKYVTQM
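Compound titration spanned 92 nM–58 uM against the MBNL1-His/biotin-(CUG)12 complex. After 60 min at room temperature with 5 nM streptavidin-XL665 and 0.055 ng/ul terbium anti-His, ratiometric 665/545 nm emission (Ex 340 nm) normalized to controls.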
Active calls of the source: *; ? = inconclusive; nt = not tested or not shown; & = joins results of further samples; ! = not active in a repeat; [ ] = remark or other dose. Unless noted, the call rests on the fitted dose curve; in most records, active means well fitted curve in the direction sought with a large enough effect; inconclusive means small, poorly fitted or top-dose-only effect, or another doubt; inactive means no such curve, though single readings can be large; an effect the other way counts as inactive or inconclusive. These rows are one share of the data (hit frequency here may not be typical).

SMILES	FLuc modulator	Gal4-VP16 FLuc	Menin MLL FP TR	KCNH2 3.1 inh	Rab9 promoter act	PKM2 act	ELG1 DNA repair	Mito fusion yeast	NPC1 prom act	RORg inh	MBNL1 CUG block
COc1ccc(NC(=O)c2cnc(SC)nc2)cc1	-13%	25%	-4%	5	18%	-3%[11.5 µM]	-15%	0%	-16%	38%	3%
NC(=O)CC(NC(=O)Cc1ccc(Br)cc1)c1ccc(N2CCC(Cc3ccccc3)CC2)c([N+](=O)[O-])c1 (centres undefined)	-2%	?	nt	-8	-12%	1%	8%	5%	-9%	?	-15%
Cc1ncsc1CCC(=O)N1CCCC(C(=O)c2cccc(Cl)c2)C1 (centres undefined)	-4%	-7%	-3%	-7	-8%	0%	?	6%	-4%	36%	3%
CCn1c(C2CCN(Cc3ccccc3)CC2)n[nH]c1=S	-2%	-3%	-1%	4	5%	-2%	0%	15%	-1%	-29%	nt
O=C(NC1CCCCC1)c1cc2cc(Br)ccc2o1	4.8µM*	5%	8%	-20	?	0%[11.5 µM]	?	-2%	3.2µM*	30%	2%
NS(=O)(=O)c1ccc(CNC(=S)NC2CCCCC2)cc1	0%	-8%	nt	-9	-5%	-8%	?	0%	1%	-8%	-5%
COc1cccc(Nc2ccc(C(=O)O)cc2N)c1	?	?	-19%	7	22%	nt	?	25%	?	-25%	38%[activator]
COc1ccccc1/C=C/CN1CCC(CO)(Cc2ccccc2)CC1	-6%	5%	-13%	11	-5%	-12%	3%	-12%	-6%	-3%	-15%
COC(=O)C1C(=O)NCC1c1ccc(C)cc1 (centres undefined)	0%	-2%	8%	-18	0%	-5%	0%	-2%	-2%	-3%	2%
CCCn1c(Sc2nnnn2-c2ccccc2)n[nH]c1=O	2%	0%	-10%	0	-2%	-2%	0%	0%	8%	-8%	-2%
CCSc1nnc(NC(=O)CC(C)C)s1	-10%	24%	-16%	2	26%	-1%	14%	0%	0%	29%	-3%
CC1=NN(c2nc3ccccc3s2)C(O)(C(F)(F)F)C1 (centres undefined)	-13%	2%	nt	-33	1%	-5%	2%	3%	-1%	?	-5%
CN(CC(=O)N(CCO)Cc1ccccc1)S(=O)(=O)c1ccc2c(c1)c(=O)n(C)c(=O)n2C	0%	2%	nt	0	-1%	nt	20%	-1%	-2%	-14%	0%
O=c1c(-c2ccc(F)cc2)coc2cc(O)ccc12	13µM*	?	-13%	-46	3.5µM*	-19%	?	9%	3.2µM*	19%	1%
CSc1cccc(NC(=O)CCn2c(=O)c3cccn3c3cccnc32)c1	-15%	2%	?	7	0%	nt	-22%	2%	1%	?	13%
Cc1c(Cl)cn2c(=O)cc(CN3CCN(c4ccccc4)CC3)nc2c1Cl	-5%	6%	4%	-16	5%	10%	-6%	-5%	4%	2%	7%
CCC(=O)N1COC[C@@H]1Cc1ccccc1	-8%	-4%	1%	-16	-3%	1%	-5%	5%	-1%	0%	-1%[11.5 µM]
CC(=O)NC(C)c1cc(Cl)c2cccnc2c1O (centres undefined)	2%&0%	nt	nt	nt	-21%&2%	nt	?	?	-8%&-12%	nt	nt
COc1ccc(NC(=O)Nc2ccc(N3CCCC3=O)cc2)cc1OC	-18%	-4%	0%	-1	1%	-1%	0%	-4%	-4%	1%	-5%
COc1ccc(S(=O)(=O)NCc2ccccn2)cc1NC(=O)c1ccccc1F	-1%	-15%	3%	9	-18%	-9%	?	5%	-27%	-28%	20%
CN(C)S(=O)(=O)c1ccc(C(=O)N2CCN(S(=O)(=O)c3cccs3)CC2)cc1	0%	9%	1%	4	-4%	9%	?	0%	-3%	3%	-2%
CC(=O)Nc1ccc2nc(NC(=O)c3cccs3)sc2c1	2.1µM*	-26%	nt	7	0.32µM*	-23%	?	3%	0.63µM*	-40%	5%
C/C(=N\NC(=O)Cc1ccc(Cl)cc1)c1ccccn1	5%	2.5µM*	nt	5	-17%	0%	?	-8%	-6%	0.4µM*	-2%
Cc1ccc(S(=O)(=O)NC(=NC(C)C(=O)O)c2ccccc2)cc1 (centres undefined)	0%	-9%	-2%	0	5%	-1%	-1%	0%	1%	-4%	1%
COc1cc(OC)c(/C=N/NC(=O)c2ccncc2)cc1Br	-9%	9%	-7%	10	-2%	-1%	5%	-9%	-1%	1%	16%
CC1(C)Cc2[nH]c(=S)c(C#N)cc2CO1	-17%	?	0%	-14	1%	-3%	8%	1%	12%	20µM*	3%
CCOc1ccc(CC(=O)Nc2c(C(=O)Nc3ccccc3)oc3ccccc23)cc1OCC	-1%	-7%	-6%	-2	0%	-1%	18%	10%	-3%	1%	-1%
Cc1ccc2c(c1C)NC(C)CC2C (centres undefined)	1%	nt	?	-10	1%	8%	0%	2%	-3%	-33%[0.365 µM]	9%
Cc1oc2cc(O)ccc2c(=O)c1-c1cnn(-c2ccccc2)c1	?	-3%	28%	-12	-2%	0%	17%	6%	-2%	?	-1%
COc1cc2c(cc1Cl)C(=O)C(F)(c1ccccc1)C(=O)N2 (centres undefined)	5%	5%	nt	-1	4%	14%	13%	-2%	-3%	6%	nt
N#Cc1c(/N=C/c2ccc(Br)s2)sc2c1CCC2	1.9µM*	-9%	18%	2	?	2%	?	-2%	?	19%	0%
CCn1c(SCC(=O)c2ccc(O)c(O)c2)nnc1-c1ccc(C)cc1	-12%	-9%	1%	-2	-10%	2%	-7%	-1%	-16%	-8%	5%
O=C1CC(c2nc3ccccc3[nH]2)CN1Cc1ccccc1 (centres undefined)	3%	-4%	12%	5	-3%	3%	9%	0%	1%	15%	-3%
Cc1ccc2oc(C(=O)Nc3ccc(S(=O)(=O)Nc4ncccn4)cc3)c(C)c2c1	?	2%	4%	9	0%	-5%	12%	1%	-5%	13%	-6%
CC1CCCN(C(=O)c2cc3ccccc3cc2O)C1 (centres undefined)	4%	4%	-13%	-2	5%	-3%	14%	2%	-1%	13%	5%
NS(=O)(=O)c1ccc(CCNC(=O)c2ccc(Br)s2)cc1	6%	-11%	?	2	-4%	2%	-7%	-4%	-1%	18%	12%
O=C(COC(=O)c1ccc(Cl)c(S(=O)(=O)N2CCOCC2)c1)NCc1ccco1	1%	nt	nt	-15	16%	nt	-2%	-4%	-11%	nt	nt
CCOC(=O)C1CCN(C(=O)CN(c2ccc3c(c2)OCCO3)S(C)(=O)=O)CC1	-1%	1%	11%	4	13%	3%	16%	1%	-1%	1%	0%
Cn1c(=O)c2ccccc2n(CC(=O)NC2CCCCC2)c1=O	1%	-2%	8%	1	6%	-1%	2%	-2%	-2%	-26%	-7%
CC(=O)Nc1cccc(C(=O)OCC(=O)Nc2ccc(Cl)cn2)c1	?	nt	nt	9	-2%	nt	17%	-6%	2%	nt	nt
O=[N+]([O-])c1cc(C(F)(F)F)ccc1NC1CCN(Cc2ccccc2)C1 (centres undefined)	1%	10%	nt	-91*	-2%	4%	4%	21%	-1%	30%	-7%
Cc1cc2c(=O)oc(-c3ccccc3Br)nc2s1	7.6µM*	-2%	nt	0	-3%	-1%	3%	-8%	0%	-39%	15%
Clc1ccccc1C(c1nnnn1Cc1ccco1)N1CCN(Cc2ccco2)CC1 (centres undefined)	0%	6%	-16%	-15	0%	-4%	-12%	4%	0%	-4%[10 µM]	0%
O=C(CSc1nc2[nH]ncc2c(=O)n1-c1ccccc1Br)NCc1ccco1	0%	4%	-21%	-10	-3%	?	?	10%	8%	2%	-11%
O=C(O/N=C1\CCCc2ccccc21)c1ccc(F)cc1	0.21µM*	-8%	-7%	7	-4%	-15%	21%	1%	7%	25%	-3%
CCOc1ccc(NS(=O)(=O)c2ccc3[nH]cc(C(=O)NCCOC)c(=O)c3c2)cc1	11µM*!	-7%	-3%	-5	2µM*	4%	?	3%	2.5µM*	30%	-7%
CCC(C)(C(=O)NC1CCCC1)N(Cc1ccco1)C(=O)c1ccc2c(c1)OCO2 (centres undefined)	-1%	-4%	15%	13	-2%	-1%	-7%	1%	-6%	4%	8%
COc1ccccc1CNC(=O)C(C)NS(=O)(=O)c1ccc(Br)cc1 (centres undefined)	-1%	0%	2%	-3	0%	4%	-12%	-8%	0%	-24%	-13%
O=C(Cn1cc2c(n1)CCCC2)N1CCCc2ccccc21	-8%	-10%	-1%	-17	0%	-16%	?	-2%	0%	15%	-6%
